Bioassay records from PubChem.
G9a block: blocks human histone lysine methyltransferase G9a; Q96KQ7; G9a H3K9 monomethylation, AlphaScreen, 2 h; Potency, µM (doses to about 102 µM), inactives show at the top dose activity, negative = inhibition, actives largely listed as inhibitors; 8.8% of 350,000 active; note: potency is the fitted concentration of half-maximal effect; % is set by controls: 0 for no effect and ±100 for the full control effect; nearly all actives have a fitted effect of over 75% in size
Target sequence (Q96KQ7 913-1193 limits assumed): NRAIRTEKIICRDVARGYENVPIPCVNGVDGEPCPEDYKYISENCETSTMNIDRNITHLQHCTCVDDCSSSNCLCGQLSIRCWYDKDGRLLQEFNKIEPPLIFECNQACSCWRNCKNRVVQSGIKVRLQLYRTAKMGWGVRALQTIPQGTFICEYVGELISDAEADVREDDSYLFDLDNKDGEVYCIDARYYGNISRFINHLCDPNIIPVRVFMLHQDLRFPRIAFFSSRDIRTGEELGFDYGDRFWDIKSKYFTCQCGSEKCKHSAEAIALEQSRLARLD
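G9a (20 nM) was preincubated 15 min with compound, then reacted 2 h at room temperature with 500 nM biotin-H3K9 peptide and 20 µM SAM. Monomethyl-H3K9 detected by AlphaScreen using anti-H3K9me1 antibody.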
PGK inhibitor: inhibitors of T. brucei phosphoglycerate kinase; PGK/GAPDH coupled, Kinase-Glo luminescence, 60 min; P07378; Potency, µM (top dose mostly 57.5 µM), without a hit: top-dose activity change, negative = inhibition, most hits filed as inhibitors; 0.043% of 380,000 active; AID 602233; note: potency is the fitted concentration of half-maximal effect; % is set by controls: 0 for no effect and ±100 for the full control effect; nearly all actives have a fitted effect of over 60% in size
Target sequence (P07378 whole entry, looked up): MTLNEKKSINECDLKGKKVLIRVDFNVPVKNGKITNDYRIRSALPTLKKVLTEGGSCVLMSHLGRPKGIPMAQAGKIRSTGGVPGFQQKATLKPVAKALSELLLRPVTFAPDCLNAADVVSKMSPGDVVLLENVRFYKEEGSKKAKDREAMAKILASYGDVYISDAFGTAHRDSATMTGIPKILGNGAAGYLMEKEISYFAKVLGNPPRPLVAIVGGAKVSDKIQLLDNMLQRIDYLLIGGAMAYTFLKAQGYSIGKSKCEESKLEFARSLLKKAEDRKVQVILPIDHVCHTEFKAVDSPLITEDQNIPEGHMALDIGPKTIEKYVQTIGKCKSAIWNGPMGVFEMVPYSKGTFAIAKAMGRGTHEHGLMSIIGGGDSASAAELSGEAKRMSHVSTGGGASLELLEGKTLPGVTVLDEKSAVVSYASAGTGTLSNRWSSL
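Recombinant glycosomal PGK reaction used 1,3-bisphosphoglycerate generated in-well by GAPDH (100nM final) in 100mM TEA pH 7.6, 5mM MgCl2, 0.01% Tween-20. After 60 minutes at room temperature, ATP was read by Kinase-Glo Plus luminescence end-point.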
POLH inh: DNA polymerase eta (human) inhibition; Q9Y253; recombinant Pol eta, fluorescent DNA replication assay; Potency, µM (highest dose often 114 µM), inactives show top-dose activity change, negative = inhibition, actives largely listed as inhibitors; 1.2% of 390,000 active; AID 588591; note: potency is the fitted concentration of half-maximal effect; % is set by controls: 0 for no effect and ±100 for the full control effect
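Pol eta (10 nM) was preincubated with compounds for 15 min at room temperature, after which fluorescent replication substrate (50 nM final) was added to start the reaction. Fluorescence was read kinetically at 0 and 10 min.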
Pin1 inh: inhibitors of human Pin1; Pin1 FP peptide displacement, HiFluor488, 10 min; Potency, µM (titrated, usually from 115 µM), inactives show at the highest dose activity, negative = inhibition, most hits filed as inhibitors; 0.009% of 390,000 active; active = well fitted inhibition curve with a large enough effect in the polarisation, with a control signal flat, not every such curve was filed as active; inconclusive = small, poorly fitted or top-dose-only effect, or effect the other way, or a change in a side signal; inactive = no such curve, though single readings can be large or run the other way; the % refers to the polarisation; note: potency is the fitted concentration of half-maximal effect; % is set by controls: 0 for no effect and ±100 for the full control effect
Target sequence (Q13526 whole entry, looked up): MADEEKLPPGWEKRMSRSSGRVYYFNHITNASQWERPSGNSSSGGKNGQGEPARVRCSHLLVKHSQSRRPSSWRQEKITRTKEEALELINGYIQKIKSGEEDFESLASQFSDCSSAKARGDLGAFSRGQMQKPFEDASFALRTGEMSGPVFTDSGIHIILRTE
HP1b chromo inh: HP1-beta chromodomain-methylated histone interaction inhibition | P83916 | AlphaScreen HP1-beta / biotin-H3K9me3 peptide binding | Potency, µM (series often up to 114 µM), without a hit: top-dose activity change, negative = inhibition, usual class: inhibitors | 0.56% of 390,000 active | AID 540317; note: potency is the fitted concentration of half-maximal effect; nearly all actives have a fitted effect of over 70% in size; inactives centre near 23
Target sequence (P83916 whole entry, looked up): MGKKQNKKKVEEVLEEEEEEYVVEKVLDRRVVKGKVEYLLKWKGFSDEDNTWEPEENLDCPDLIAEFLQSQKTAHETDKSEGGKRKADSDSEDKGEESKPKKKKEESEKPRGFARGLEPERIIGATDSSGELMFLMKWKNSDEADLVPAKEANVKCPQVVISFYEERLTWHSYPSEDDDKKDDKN
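Compound inhibition of the preformed complex between 50 nM HP1-beta and 50 nM biotinylated H3K9me3 peptide was read by AlphaScreen. Buffer was PBS pH 7.4 with 0.01% Tween-20. Incubations ran 30 min at room temperature, with 10 ug/mL donor/acceptor beads.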
JMJD2A Tudor inh: blocks the human JMJD2A Tudor domain. O75164. AlphaScreen JMJD2A-Tudor / H3K4me3 peptide binding. Potency, µM (highest dose often 114 µM), for the others: top-dose activity change, negative = inhibition, most hits filed as inhibitors. 4.4% of 390,000 active. AID 504339; note: potency is the fitted concentration of half-maximal effect; % is set by controls: 0 for no effect and ±100 for the full control effect; nearly all actives have a fitted effect of over 50% in size
GLS inhibitor: blocks human kidney-isoform glutaminase activity. Potency, µM (highest dose often 45.5 µM), inactives show at the highest dose activity change, negative = inhibition, actives largely listed as inhibitors. GLS enzymatic activity, qHTS titration. 0.21% of 410,000 active; note: potency is the fitted concentration of half-maximal effect; % is set by controls: 0 for no effect and ±100 for the full control effect
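Two-point fluorescence kinetic (t0, 30 min RT) for hKGA; glutamate detected via glutamate oxidase–HRP–Amplex Red. Substrate: 1 mM L-glutamine solution; buffer 45 mM KH2PO4, pH 8.2.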
PI4K2A inh: blocks human PI4K2A kinase activity. activity change, negative = inhibition, % at 76.9 µM. 0.13% of 420,000 active. purified PI4K2A, ADP-Glo luminescence, 1 h; stronger effect = lower value. Q9BTU6. AID 1346378; in the data active = activity change below about -50%; inconclusive = mostly about -30% to -49%;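 note: -100% = wells without enzyme as full effect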
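ADP-Glo luminescence measured ADP generated by PI4K2A enzyme (4 ug/mL before mixing) with 1.2 mM PI substrate (pre-mix) and 300 microM ATP (pre-mix). Tris pH7.5 buffer with MgCl2, Triton X-100; 1 h reaction at ambient temperature.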
BAZ2B block: BAZ2B (human) inhibition; AlphaScreen BAZ2B-H3K14Ac peptide displacement; Potency, µM (top dose mostly 114 µM), for inactives: top-dose activity change, negative = inhibition, most hits filed as inhibitors; 4.4% of 360,000 active; note: potency is the fitted concentration of half-maximal effect; % is set by controls: 0 for no effect and ±100 for the full control effect; nearly all actives have a fitted effect of over 60% in size
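Complex of BAZ2B and biotin-H3K14Ac (50 nM apiece) forms over 30 min at RT, then faces library compounds up to 110 uM for another 30 min; AlphaScreen beads added, 20 min dark incubation, luminescence read.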
* hit, by the source's call; i = inactive; ? = inconclusive; nt = not tested or not shown; [ ] = dose if it differs, or a comment. Unless noted, calls come from the whole dose curve; as a rule, active = well fitted curve in the direction sought with a large enough effect; inconclusive = small, poorly fitted or top-dose-only effect, or another doubt; inactive = no such curve, though single readings can be large; an effect the other way counts as inactive or inconclusive. A portion of the library, so the mix of outcomes need not match the whole.

SMILES	G9a block	PGK inhibitor	POLH inh	Pin1 inh	HP1b chromo inh	JMJD2A Tudor inh	GLS inhibitor	PI4K2A inh	BAZ2B block
CC1C(c2ccc3c(c2)OCO3)c2cc3c(cc2OC1N1CCOCC1)OCO3 (stereo not drawn)	nt	-9%	-11%	0%	?	18µM*	13%	-3	nt
COc1ccccc1C(=O)Nc1ccc2nc3n(c(=O)c2c1)CCCC3	-4%[2.33 µM]	-8%	3%	2%	32%	-7%	1%	-6	1%
COc1cc2c(cc1NCc1ccccn1)oc1ccccc12	?	-4%	-4%	4%	?	45µM*	-11%	-2	45µM*
CCc1cccc(C)c1NC(=O)CSc1nc(C)c(C)o1	-6%	-1%	-2%	-8%	2%	-7%	-19%	3	-12%
Cc1cc(C)cc(NC(=S)NCc2ccc3c(c2)OCO3)c1	nt	i	-16%	2%	7%	-26%	18%	17	nt
CN(c1ccccc1)C(c1ccc(F)cc1)c1nnnn1C1CCCC1 (stereo not drawn)	0%	-7%	-16%	-7%	83%[activator]	12%	-6%	0	8%
CC(C)NS(=O)(=O)c1ccc(OCC(=O)N2CCCC2)c(Cl)c1	26%[12.7 µM]	5%	-4%	10%	15%	-10%	10%	-11	7%
CC(Sc1nc2c(cc1C#N)CCCCC2)C(=O)O (stereo not drawn)	-8%	4%	-2%	5%	46%[activator]	-1%	1%	-1	-22%
CCOc1ccc(NC(=O)Cn2c(=O)n(-c3ccccc3)c(=O)c3ccc(C(=O)NCc4ccc5c(c4)OCO5)cc32)cc1	9%[59 µM]	-3%	-2%	19%	19%	-13%	-12%	4	nt
CN(CC(=O)Nc1ccc(Cl)c(C(F)(F)F)c1)C(=O)CCNC(=O)c1ccco1	-4%	-10%	-14%	2%	12%	-10%	-6%	9	3%
O=C(NC1CC1)c1cccc(Nc2ccc(-c3ccc4c(c3)OCCO4)nn2)c1	-11%[12.7 µM]	-2%	-10%	12%	-11%	-26%	15%	-13	0%
COC(=O)c1cc2n(n1)CCN(Cc1ccccc1F)C2=O	nt	2%	-20%	1%	53%[activator]	-7%[57.1 µM]	-3%	-4	-27%
CCOC(=O)c1c(-c2ccccc2)csc1NC(=O)c1cc(-c2cccc(Cl)c2)on1	8.9µM*	i	7%	-7%	-21%	-14%	2%	-2	7%
O=C(Nc1ccc(F)cc1)Nc1ccccc1NS(=O)(=O)c1cccs1	?	i	4%	-4%	14%	-23%	19%	-1	-12%
Cc1sc2c(c1C)c(=O)n(CCc1ccccc1)c(=O)n2Cc1ccc(C(C)(C)C)cc1	8%[59 µM]	nt	nt	3%	25%	9%	2%	0	1%
CN(CCOc1ccc(Br)cc1)CC(O)COc1ccc(C#N)cc1 (stereo not drawn)	14%	-6%	-14%	-2%	53%[activator]	-10%	0%	-7	2%
O=C(COC(=O)c1ccc(Cl)c([N+](=O)[O-])c1)NC1CCCC1	-9%[2.33 µM]	2%	-2%	4%	23%	-13%	2%	6	11%
Cc1cc(C)n2nc(C(=O)NC(c3ccccc3)c3ccccc3)nc2n1	20%	-4%	-12%	4%	10%	-16%	9%	-1	10%
CC1CCN(Cc2csc(N)n2)CC1	4%[59 µM]	12%	1%	-4%	28%	-14%	-8%	-2	2%
Cc1ccc(N(C(=O)c2snc(C(N)=O)c2N)C(C(=O)NC2CCCC2)c2ccc(C)o2)cc1 (stereo not drawn)	-16%	6%	-9%	-4%	-4%	-17%	3%	6	-1%
O=C(NCCS(=O)(=O)N1CCN(Cc2ccccc2)CC1)c1ccc(F)cc1	9%[0.501 µM]	-6%	-3%	-8%	27%	-5%	0%	-1	-4%
CCN(CC)C(=O)CCc1nc2sc3c(c2c(=O)[nH]1)CCCC3	-4%[59 µM]	-10%	-3%	2%	13%	-20%	-4%	-4	-14%
CC(C)(C)C1CCc2c(C(=O)NNC(=O)CCC(=O)O)csc2C1 (stereo not drawn)	12%	-3%	-8%	0%	31%	-5%	-1%	0	-2%
CCCCC(=O)Nc1nnc(SCC(=O)NC2CC2)s1	21%	-4%	-16%	-13%	24%	-10%	5%	2	0%
COc1ccccc1C(c1nnnn1C(C)(C)C)N1CCCCCC1 (stereo not drawn)	25µM*	nt	-5%	2%	42%[activator]	-13%	5%	1	-31%
The listing continues:
SMILES	G9a block	PGK inhibitor	POLH inh	Pin1 inh	HP1b chromo inh	JMJD2A Tudor inh	GLS inhibitor	PI4K2A inh	BAZ2B block
CCOc1ccc(NC(=O)CSc2oc(-c3ccc(C)cc3)nc2S(=O)(=O)c2ccc(C)cc2)cc1	9%[59 µM]	-6%	79µM*	3%	23%	-31%	10%	-2	?
Cc1nn(-c2ccccc2)c(Cl)c1C(=O)OCC(=O)N(C)c1c(N)n(Cc2ccccc2)c(=O)[nH]c1=O	-2%[2.33 µM]	i	-11%	3%	18%	-10%	2%	-1	-2%
CCCCSc1nnc2n(CCc3ccccc3)c(=O)c3c4c(sc3n12)COC(C)(C)C4	4%	2%	2%	-5%	33%	-3%	5%	10	0%
CCOc1ccc(NC(=O)Cn2c(=O)n(CCCC(=O)NCCc3ccc(Cl)cc3)c(=O)c3ccccc32)cc1	38%[59 µM]	i	-8%	-2%	31%	-11%	-6%	-1	7%
CC(C)Sc1nc2ccccc2n1CC(=O)NCc1ccc2c(c1)OCO2	nt	-2%	-4%	0%	5%	-13%	-4%	9	-3%
COc1ccc(-c2noc(N3CCC(C(=O)N4CCN(c5ccccn5)CC4)CC3)n2)cc1	-18%[59 µM]	-8%	-17%	2%	16%	-8%	4%	-9	-35%
O=C(CN(Cc1cccs1)C(=O)CNS(=O)(=O)c1ccc(F)cc1)NCc1ccco1	-29%	5%	-10%	-10%	30%	-13%	14%	4	-9%
NC(=S)n1[nH]c(-c2ccccc2)c(N=Nc2ccccc2C(=O)N2CCOCC2)c1=O	nt	-7%	-16%	-9%	-7%	-27%	16%	8	?
CSc1ncccc1C(=O)OCC(=O)N(C)C1CCS(=O)(=O)C1 (stereo not drawn)	-3%[12.7 µM]	-8%	6%	1%	39%	-11%	-6%	0	7%
O=C(c1ccc(Cl)c(Cl)c1)N1CCC(=O)N(C(COCc2ccc(Cl)cc2)Cc2ccccc2)CC1 (stereo not drawn)	-26%	5%	-16%	6%	39%	-17%	11%	-1	-4%
CCOc1ncccc1C(=O)N(CC)CC(=O)NCc1ccc(Cl)cc1	-11%	-1%	-22%	-1%	2%	-11%	0%	-3	0%
COc1ccccc1NC(=O)N[C@@H](Cc1c[nH]c2ccccc12)C(=O)NN	14%	-10%	-4%	-4%	-5%	?	18%	1	?
CSc1ncccc1C(=O)NC1CCCCCC1	8%	-1%	-4%	1%	51%[activator]	-5%	-1%	-2	2%
Cc1ccc(S(=O)(=O)CCc2nc3ccccc3n2CCC#N)cc1	?	-2%	-5%	1%	36%	16%	-2%	5	-2%
COc1ccc(NC(=O)c2sccc2C)c([N+](=O)[O-])c1	?	0%	1%	-1%	8%	?	-1%	-2	?
O=C(C1CCN(S(=O)(=O)c2ccccc2)CC1)N1CCc2ccccc21	nt	0%	-15%	4%	30%	-11%	-3%	5	-6%
CCC(CC)C(=O)c1c[nH]c(C(=O)NCCCN2CCOCC2)c1	-10%	8%	-24%	9%	20%	-11%	3%	3	11%
COc1ccc(Cl)cc1N(CC(=O)N1CCCC1)S(=O)(=O)c1ccc(C)cc1	13%	-9%	-3%	-3%	25%	2%	-8%	0	2%
Cc1ccc(C(C(=O)NCC2CCCO2)N(C(=O)c2snc(C(N)=O)c2N)c2ccccc2)o1 (stereo not drawn)	8%	5%	-24%	-1%	22%	-3%	-1%	0	-1%
Cc1cc(OCCn2ccnc2)cc(C)c1Cl	13%	-9%	-15%	1%	24%	-29%	-2%	8	?
O=C(Nc1ccc(N2CCOCC2)c(Cl)c1)c1cccc(-n2cnnc2)c1	21%	4%	-3%	0%	17%	-11%	2%	0	-5%
CC(=O)Nc1ccc(NC(=O)c2ccc(-c3ccc([N+](=O)[O-])cc3)o2)cc1	nt	i	-5%	4%	11%	-10%	-15%	-2	-11%
O=C(O)CCc1nn2cnc3sc4c(c3c2nc1=O)CCCC4	-9%[12.7 µM]	-3%	5%	0%	7%	-22%	4%	-6	-3%
COc1ccc(CCNC(=O)Cc2ccc(NC3=NC4CS(=O)(=O)CC4S3)cc2)c(OC)c1 (stereo not drawn)	nt	-6%	-8%	3%	16%	-9%	0%	0	8%
O=C(CCNS(=O)(=O)c1ccc2c(c1)CCC(=O)N2)Nc1ccc(F)c(F)c1	24%	-9%	-3%	-6%	35%	-21%	7%	-2	1%
CCN(CC)c1nc2c(S(=O)(=O)c3ccc(C)cc3)nnn2c2ccsc12	-31%[59 µM]	-8%	0%	15%	11%	-15%	-15%	1	-27%
O=c1c2c3c(sc2nnn1Cc1ccc(Br)cc1)CCCC3	64%[activator][59 µM]	-1%	-2%	44%[activator]	46%[activator]	15%	11%	-1	22%
CN1CCOCCOCCOCCN(C)C1=S	5%	-2%	-20%	-2%	42%[activator]	-25%	-15%	-15	4%

Compounds shown so far that have a tert-butyl group:
SMILES	G9a block	PGK inhibitor	POLH inh	Pin1 inh	HP1b chromo inh	JMJD2A Tudor inh	GLS inhibitor	PI4K2A inh	BAZ2B block
Cc1sc2c(c1C)c(=O)n(CCc1ccccc1)c(=O)n2Cc1ccc(C(C)(C)C)cc1	8%[59 µM]	nt	nt	3%	25%	9%	2%	0	1%
CC(C)(C)C1CCc2c(C(=O)NNC(=O)CCC(=O)O)csc2C1 (stereo not drawn)	12%	-3%	-8%	0%	31%	-5%	-1%	0	-2%
COc1ccccc1C(c1nnnn1C(C)(C)C)N1CCCCCC1 (stereo not drawn)	25µM*	nt	-5%	2%	42%[activator]	-13%	5%	1	-31%
